Compound activity: PubChem BioAssay, National Center for Advancing Translational Sciences (NCATS)
TCR act = activates T cell receptor signaling; primary human leukocytes, anti-CD3, IL-2 HTRF, 48 h; Potency, µM (series often up to 9.22 µM), without a hit: at the top dose activation of IL-2 secretion, most hits filed as activators; 330,000 tested, under 10 active; AID 504894; active means well fitted activation curve with a large enough effect; inconclusive means small, poorly fitted or top-dose-only effect, or another doubt; inactive means no such curve, though single readings can be large or run the other way; further: % of control where 0% means no effect
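Primary human leukocytes incubated 48 hr with anti-CD3 beads plus compound, without co-stimulation. Secreted IL-2 measured by HTRF (europium cryptate/d2 anti-IL-2 pair, 320 nm excitation, 665 nm emission).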
Giardia kill = Giardia lamblia killing | Giardia lamblia trophozoite viability | activity change, % at 7.66 µM, hits read low | 340,000 compounds, 0.15% hits | AID 540267; in the data active means activity change below about -80%; inconclusive means between about -30% and that limit;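 further: parasites exposed to compound for two days anaerobically before the ATP read; on the % scale 0 is the no-effect control and ±100 the full control effect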
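Luminescent ATP signal served as the viability read-out, measured 15-30 min after adding ATP detection reagent to trophozoites that had been incubated with compounds for 48 hrs at 37 deg C anaerobically at 100 cells/well.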
KCNH2 WT inh = KCNH2 (human, wildtype) channel inhibition. activity change, % at 1.84 µM. Q12809. 340,000 compounds, 0.37% hits. U2OS, BacMam KCNH2, thallium flux FluxOr; hits give low values;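 active means maximum activity change below -70%; inconclusive means maximum activity change between -70% and -50%; inactive means maximum activity change above -50%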; further: on the % scale 0 is the no-effect control and ±100 the full control effect
Target sequence (Q12809 whole entry, looked up): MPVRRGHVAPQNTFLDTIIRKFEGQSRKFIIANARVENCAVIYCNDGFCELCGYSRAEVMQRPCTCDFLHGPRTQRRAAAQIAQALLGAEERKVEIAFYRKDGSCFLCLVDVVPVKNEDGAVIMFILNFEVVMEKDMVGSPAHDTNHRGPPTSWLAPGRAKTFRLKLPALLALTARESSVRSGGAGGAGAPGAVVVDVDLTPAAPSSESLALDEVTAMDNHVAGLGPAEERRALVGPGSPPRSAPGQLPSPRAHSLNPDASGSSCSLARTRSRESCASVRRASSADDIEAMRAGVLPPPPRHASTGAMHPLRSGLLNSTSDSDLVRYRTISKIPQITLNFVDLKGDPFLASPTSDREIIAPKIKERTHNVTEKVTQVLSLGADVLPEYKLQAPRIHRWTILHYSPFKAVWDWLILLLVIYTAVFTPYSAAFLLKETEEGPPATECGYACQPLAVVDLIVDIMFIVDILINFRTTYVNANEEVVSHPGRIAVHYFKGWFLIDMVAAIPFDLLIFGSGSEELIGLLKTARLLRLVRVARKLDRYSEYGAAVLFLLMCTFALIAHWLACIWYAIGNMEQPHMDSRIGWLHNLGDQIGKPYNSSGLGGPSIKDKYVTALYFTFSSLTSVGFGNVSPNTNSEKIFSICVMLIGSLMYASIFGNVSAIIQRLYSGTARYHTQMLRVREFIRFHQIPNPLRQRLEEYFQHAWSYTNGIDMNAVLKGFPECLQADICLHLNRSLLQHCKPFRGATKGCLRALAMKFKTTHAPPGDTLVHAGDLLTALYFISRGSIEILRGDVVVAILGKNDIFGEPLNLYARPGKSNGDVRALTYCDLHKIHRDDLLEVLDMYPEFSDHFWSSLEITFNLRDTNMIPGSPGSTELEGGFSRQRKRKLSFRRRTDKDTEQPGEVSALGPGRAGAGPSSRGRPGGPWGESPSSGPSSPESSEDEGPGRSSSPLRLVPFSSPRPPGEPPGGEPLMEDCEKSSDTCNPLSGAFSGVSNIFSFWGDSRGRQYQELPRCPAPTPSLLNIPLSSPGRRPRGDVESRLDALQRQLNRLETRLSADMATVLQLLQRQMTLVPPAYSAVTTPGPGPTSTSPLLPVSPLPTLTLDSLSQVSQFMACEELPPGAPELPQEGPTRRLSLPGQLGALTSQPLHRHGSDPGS
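U2OS cells transduced with wild-type KCNH2 virus are loaded with FluxOr dye for 45 min, and thallium flux is measured in kinetic reads before and after stimulation buffer. Rate constants are normalized to DMSO controls.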
* marks the source's active call; other numbers are inactive results; ? = inconclusive; . = no result given; [ ] = remark or other dose.

1) CC(=O)c1ccc(OCCCC(=O)Nc2ccc(Cl)c(S(=O)(=O)N3CCOCC3)c2)cc1
2) COc1ccc(NC(=S)N2CCC(C(=O)c3ccc(F)cc3)CC2)cc1
3) Cn1c(=O)c2c(nc(CN3CCc4ccccc4C3)n2CC(=O)c2ccccc2)n(C)c1=O
4) CC(C)Cc1cc(C(=O)O)c2ccccc2n1
5) Cc1sc2nc(CN(Cc3ccccc3)C(=O)NC3CCCCC3)[nH]c(=O)c2c1C
6) COc1cc(C(=O)NCc2cn3ccsc3n2)cc(OC)c1OC
7) O=C(CN1CCN(CC(=O)Nc2ccc(OCc3ccccc3)cc2)CC1)Nc1ccc(F)cc1
8) N#Cc1ccccc1NC(=O)c1ccccc1OCC(=O)Nc1ccc2c(c1)oc1ccccc12

| Screen / compound no. | 1 | 2 | 3 | 4 | 5 | 6 | 7 | 8 |
| --- | --- | --- | --- | --- | --- | --- | --- | --- |
| TCR act | . | . | . | . | . | . | . | . |
| Giardia kill | 2 | ? | -8 | -4 | 11 | 5 | -8 | -7 |
| KCNH2 WT inh | -6 | 5 | 12 | 8 | -13 | -1 | -103* | -2 |

9) Cc1cc(OC(=O)c2c(C)cc(OC(=O)c3c(C)cc(O)cc3O)cc2O)cc(O)c1C(=O)O
10) Cc1cccc(CCNC(=O)C2CCC(=O)N(Cc3ccccc3F)C2)n1 (stereo not given)
11) Cc1cn(CC(=O)NCCCc2ccccc2)c(=O)[nH]c1=O
12) Cc1ccccc1NC(=O)c1cccc(NC(=O)c2ccccc2C(=O)O)c1
13) COc1ccccc1C(=O)Nc1ccc(Nc2ccccc2)cc1
14) CN(C)c1ncnc2c1ncn2C1CCCCO1 (stereo not given)
15) Cc1cc(/C=N/n2cnnc2)c(C)n1-c1ccc2ncccc2c1
16) O=C1CC2C(CCC23OCCO3)c2ccc3ccccc3c21 (stereo not given)

| Screen / compound no. | 9 | 10 | 11 | 12 | 13 | 14 | 15 | 16 |
| --- | --- | --- | --- | --- | --- | --- | --- | --- |
| TCR act | -4% | -4% | -3% | 5% | 1% | -9% | 7% | 0% |
| Giardia kill | 46[activator] | -7 | -23 | 5 | -5 | -1 | ? | ? |
| KCNH2 WT inh | 7 | 3 | -19 | -10 | -6 | -5 | -2 | -5 |

Full records as entered above. Order of values: TCR act | Giardia kill | KCNH2 WT inh
Cc1cn(CC(=O)NCCCc2ccccc2)c(=O)[nH]c1=O in the list: -3% | -23 | -19
Cc1cc(/C=N/n2cnnc2)c(C)n1-c1ccc2ncccc2c1 in the list: 7% | ? | -2
Cc1cc(OC(=O)c2c(C)cc(OC(=O)c3c(C)cc(O)cc3O)cc2O)cc(O)c1C(=O)O in the list: -4% | 46[activator] | 7
O=C1CC2C(CCC23OCCO3)c2ccc3ccccc3c21 (stereo not given) in the list: 0% | ? | -5
Cc1ccccc1NC(=O)c1cccc(NC(=O)c2ccccc2C(=O)O)c1 in the list: 5% | 5 | -10

The listing continues:
17) CCCC[C@@H]1C[C@H]1[C@@H](NC(=O)c1ccco1)c1ccc(C(=O)OC)cc1
18) Cc1onc(-c2ccccc2)c1C(=O)Nc1ccc(NC(=O)c2c(-c3ccccc3)noc2C)cc1
19) CCOc1ccc(Br)cc1S(=O)(=O)NCC(c1ccc(OC)cc1)N1CCOCC1 (stereo not given)
20) CN(C)c1ccc(C=Cc2cnccn2)cc1
21) CC1CCC(=NNS(=O)(=O)c2ccc([N+](=O)[O-])cc2)CC1 (stereo not given)
22) NNC(=O)c1nnsc1-c1csnn1
23) CC(=O)N(C)c1ccc(C=C2C=Cc3ccccc32)cc1
24) Cc1sc(NC(=O)CCCCC(=O)Nc2sc(C)c(C)c2C(=O)O)c(C(=O)O)c1C

| Screen / compound no. | 17 | 18 | 19 | 20 | 21 | 22 | 23 | 24 |
| --- | --- | --- | --- | --- | --- | --- | --- | --- |
| TCR act | 0% | 2% | -9% | 2% | 3% | -9% | -2% | 11% |
| Giardia kill | -2 | -2 | 18 | -30 | -7 | 0 | 1 | 3 |
| KCNH2 WT inh | 1 | -7 | -2 | -6 | -3 | -26 | -2 | 2 |

25) O=C(CCl)NC(Cc1ccccc1)C(=O)OCC(=O)c1ccc(-c2ccccc2)cc1 (stereo not given)
26) CCOc1ccccc1-c1cc(C(=O)N/N=C/c2cccnc2)c2ccccc2n1
27) OCC1OC(n2cnc3c(SCc4ccccc4)ncnc32)C(O)C1O (stereo not given)
28) CCC(C)C(CO)NCCCn1cnc(C(=O)Nc2ccc(C)c(C)c2)n1 (stereo not given)
29) O=C(c1ccc([N+](=O)[O-])cc1)N(Cc1ccccc1)Cc1ccccc1
30) CC(=O)NC1CCCC(NC(C)=O)C1 (stereo not given)
31) COC(=O)C[C@H]1c2ccccc2S(=O)(=O)N1C(C)C
32) c1ccc(CSc2nnc(-c3ccccc3)c(-c3ccccc3)n2)cc1

| Screen / compound no. | 25 | 26 | 27 | 28 | 29 | 30 | 31 | 32 |
| --- | --- | --- | --- | --- | --- | --- | --- | --- |
| TCR act | 1% | -1% | -3% | -1% | -6% | 6% | -1% | -5% |
| Giardia kill | -9 | 27 | 4 | -21 | -13 | 10 | 30 | 4 |
| KCNH2 WT inh | 10 | -5 | 20 | -2 | 3 | -1 | 0 | 8 |

33) Cc1ccc(C(=O)NCCCn2ccnc2)cc1C
34) N#CCc1cccnc1Sc1ccc(Cl)cc1
35) COc1ccccc1CNS(=O)(=O)c1cc(C(=O)N(C)Cc2cccnc2)c(Cl)cc1Cl
36) O=C1[C@H](Cc2ccccc2)NCC=CC[C@@H](c2ccco2)N1Cc1ccccc1
37) COCCN(C(=O)COC(=O)COc1ccc2ccccc2c1)c1c(N)n(Cc2ccccc2)c(=O)[nH]c1=O
38) c1ccc2c(c1)OC1OC2Oc2ccccc21
39) COc1c[nH]n(-c2ccccc2)c(=O)c1=O
40) Cc1ccc(NC(=O)C(C)OC(=O)c2cc(=O)[nH]c3ccccc23)cc1S(=O)(=O)N1CCOCC1 (stereo not given)

| Screen / compound no. | 33 | 34 | 35 | 36 | 37 | 38 | 39 | 40 |
| --- | --- | --- | --- | --- | --- | --- | --- | --- |
| TCR act | -4% | -7% | 7% | 2% | 0% | -1% | 4% | -1% |
| Giardia kill | 19 | 0 | 2 | 31[activator] | 7 | ? | ? | 13 |
| KCNH2 WT inh | 2 | 1 | 7 | 6 | 20 | 14 | -4 | 1 |

41) Cc1cn(CC(=O)N(C)Cc2ccco2)c(=O)[nH]c1=O
42) O=C(CC(=O)c1ccccc1)Nc1ccccc1
43) Cc1ccc(C(=O)NNC(=S)NC(=O)c2ccccc2)cc1
44) CC(C)c1cc(-c2cc(C(=O)Nc3ccccc3)on2)nc(NC2CCCC2)n1
45) O=[N+]([O-])/C=C\c1ccc(N2CCOCC2)cc1
46) CCN(CC)S(=O)(=O)c1cccc(NC(=O)c2ccc(S(=O)(=O)N3CCCC3)cc2)c1
47) NC1=NOC(=O)C1C1CCCCC1 (stereo not given)
48) NC(=O)C1CCCN1Cc1ccc2c(c1)OCO2 (stereo not given)

| Screen / compound no. | 41 | 42 | 43 | 44 | 45 | 46 | 47 | 48 |
| --- | --- | --- | --- | --- | --- | --- | --- | --- |
| TCR act | 6% | -8% | -5% | 1% | -1% | -28% | -1% | 9% |
| Giardia kill | 11 | 4 | -15 | -5 | -3 | -9 | -1 | -6 |
| KCNH2 WT inh | 2 | -2 | -18 | -2 | -10 | 2 | -1 | 3 |

49) Oc1ccc(C=NNc2ccccn2)c(O)c1
50) CCOC(=O)/C(=C/c1ccc(OC(F)F)cc1)C1=Nn2c(nnc2-c2ccc(Cl)cc2)SC1
51) O=C1NCCN1c1ccccc1
52) NC1=CC(=O)C(=O)c2ccccc21
53) CCc1ccc(CCC(=O)N2CCN(S(=O)(=O)c3sc(C(=O)O)c(C)c3C(=O)O)CC2)cc1
54) CCOC(=O)c1cnc2nc(SCc3ccccc3Cl)[nH]n2c1=O
55) O=C1CSC(=S)N1c1ccccc1
56) c1cc(N2CCCCC2)nc(N2CCCCC2)n1

| Screen / compound no. | 49 | 50 | 51 | 52 | 53 | 54 | 55 | 56 |
| --- | --- | --- | --- | --- | --- | --- | --- | --- |
| TCR act | 2% | 0% | 0% | 3% | -5% | 9% | 0% | 12% |
| Giardia kill | 8 | -7 | 1 | -1 | 13 | -19 | -8 | -12 |
| KCNH2 WT inh | 3 | ? | -2 | -5 | 3 | 0 | 45 | -5 |

57) ClCCn1cnc2c(SCc3ccccc3)ncnc21
58) O=C(COC(=O)c1cncc(Br)c1)Nc1nnc(-c2ccccc2)o1
59) S=C(NCCc1ccccc1)Nc1ncccn1
60) COc1ccc(Cl)cc1C(=O)NC(=S)Nc1nc(C)cc(C)n1
61) CC(C)CN1CC(C)C(=O)N(c2ccccc2)C1=O (stereo not given)
62) O=C(c1ccccc1)c1ccc2ccccc2c1
63) CCC(C)CCCCCCCCCCC(=O)O (stereo not given)
64) COc1ccc(C2=NNC(=O)C2(C)Br)cc1 (stereo not given)

| Screen / compound no. | 57 | 58 | 59 | 60 | 61 | 62 | 63 | 64 |
| --- | --- | --- | --- | --- | --- | --- | --- | --- |
| TCR act | 9% | 3% | -5% | -1% | 6% | 6% | 9% | -2% |
| Giardia kill | -26 | 2 | 16 | -9 | 3 | 7 | -15 | -24 |
| KCNH2 WT inh | -1 | -72* | -6 | 2 | -7 | -1 | -6 | 9 |

Reformatted with two lines to a compound: entries from further up.
Value order: TCR act, Giardia kill, KCNH2 WT inh
(61) CC(C)CN1CC(C)C(=O)N(c2ccccc2)C1=O (stereo not given)
    6%, 3, -7
(62) O=C(c1ccccc1)c1ccc2ccccc2c1
    6%, 7, -1
(63) CCC(C)CCCCCCCCCCC(=O)O (stereo not given)
    9%, -15, -6

Next part.
65) Cc1nnc(SCC(=O)Nc2cc(S(=O)(=O)N3CCOCC3)ccc2N2CCCC2)s1
66) CCCCN(C(=O)CCN1C(=O)C2CC=CCC2C1=O)c1c(N)n(CCCC)c(=O)[nH]c1=O (stereo not given)
67) CC1=C(C/C=C(\C)CCC[C@H](C)CCC[C@H](C)CCCC(C)C)C(=O)c2ccccc2C1=O
68) CCn1cc(C(=O)Nc2ccc(C)cc2[N+](=O)[O-])c(C)n1
69) CC1=Nc2ccccc2/C1=C/c1c(C)[nH]c2ccccc12
70) COC(=O)C(Cc1ccc(O)cc1)NC(=O)Cn1cc(C)c(=O)[nH]c1=O (stereo not given)
71) CCN(C(=O)COC(=O)/C=C/c1c(C)nn(-c2ccccc2)c1C)c1c(N)n(Cc2ccccc2)c(=O)[nH]c1=O
72) CCOc1ccccc1C(=O)NC(C)CCc1ccccc1 (stereo not given)

| Screen / compound no. | 65 | 66 | 67 | 68 | 69 | 70 | 71 | 72 |
| --- | --- | --- | --- | --- | --- | --- | --- | --- |
| TCR act | 2% | 1% | 1% | -3% | -2% | -3% | 16% | 3% |
| Giardia kill | -10 | 14 | -18 | -26 | 12 | 17 | -1 | 4 |
| KCNH2 WT inh | -8 | 0 | 2 | -5 | 0 | 48 | 5 | -2 |

73) CC(C)N1CCOC1c1ccccc1 (stereo not given)
74) Cc1nn(-c2ccncc2)c2c1C(=O)CC(C)(C)C2Br (stereo not given)
75) C=C[C@@]1(C)CC(=O)[C@]2(O)[C@@]3(C)[C@@H](O)CCC(C)(C)[C@@H]3[C@H](OC(C)=O)[C@H](O)[C@@]2(C)O1
76) COC(=O)c1cc(C#N)c(Oc2ccccc2)nc1C
77) [O-][N+](=C(c1ccccc1)c1ccccc1)c1ccccc1
78) O=C(NC(c1ccccc1)c1ccccc1)c1ccccc1
79) CN(Cc1ccccc1)CC(O)CN(C)Cc1ccccc1
80) CC(=O)NC(c1ccc(C(C)C)cc1)c1c(O)ccc2ccccc12 (stereo not given)

| Screen / compound no. | 73 | 74 | 75 | 76 | 77 | 78 | 79 | 80 |
| --- | --- | --- | --- | --- | --- | --- | --- | --- |
| TCR act | -1% | 4% | 0% | 9% | 9% | 4% | -5% | -2% |
| Giardia kill | -7 | 30 | -4 | -24 | -1 | -6 | -18 | 7 |
| KCNH2 WT inh | -1 | -6 | -2 | 6 | 2 | -1 | 2 | -12 |

81) COC(=O)Nc1ccc2ccc3c(NC(=O)OC)ccc4ccc1c2c43
82) O=C(C1CC1)N1CCN(Cc2ccccc2)CC1
83) CCCCCCCCNS(=O)(=O)CCNCc1ccccc1
84) O=C(NNC(=O)c1ccc2ccccc2c1)c1ccc(Cl)c(Cl)c1
85) Cc1ccccc1N1CCN(C(=O)c2cccnc2)CC1
86) C#CCOCCOCCOCCNc1nc(N2CCN(C(=O)Cn3cc(CC(C)O)nn3)CC2)nc(N2CCN(C(=O)[C@H](CCCCN)n3cc(CC(C)O)nn3)CC2)n1 (stereo not given in full)
87) Cc1cc2c(SCC(=O)Nc3ccccc3O)ncnc2s1
88) CCN1/C(=C2/SC(=S)N(C)C2=O)C=Cc2cc(C)ccc21

| Screen / compound no. | 81 | 82 | 83 | 84 | 85 | 86 | 87 | 88 |
| --- | --- | --- | --- | --- | --- | --- | --- | --- |
| TCR act | 14% | -1% | -3% | 0% | 6% | -4% | -4% | 2% |
| Giardia kill | 17 | -13 | 4 | 8 | 0 | -18 | -2 | 45[activator] |
| KCNH2 WT inh | 0 | -4 | 2 | 3 | 0 | 0 | 9 | -2 |

The list is partial; the hit share may differ from the screen's.
